Screens deposited in PubChem by Broad Institute.
RAD54 inh: RAD54 (human) branch migration inhibition | 360,000 tested, 0.14% active | RAD54 Holliday junction branch migration, FAM/BHQ fluorescence | inhibition, % at 10.4 µM;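 active = mean normalized replicate activity at least 40 and at least half of replicates scoring 40 or more; inconclusive = only one of the two criteria met; inactive = mean below 40 and under half of replicates reaching 40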;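 note: 0% = median of neutral control wells and 100% = median of positive control wells; inhibitors cause a drop in the FAM fluorescence signal; in these data hits start at about 50%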
EWS-Fli inh: inhibitors of EWS/Fli oncoprotein transcriptional activity. A673 NR0B1-luciferase reporter, viability-normalised. inhibition, % at 12.6 µM. 350,000 tested, 0.67% active;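 active = mean inhibition of at least 50% after viability correction, with every replicate also passing that limit; inconclusive = mean reaches 50% but only one of two replicates passes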;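 note: firefly luciferase signal divided by Alamar Blue viability fluorescence both relative to DMSO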
esBAF inh: inhibitors of esBAF chromatin remodeling in mouse ES cells | Bmi1-luciferase knock-in reporter, 24 h; 100% = twice the neutral-well signal | reporter increase, % at 12.5 µM | 350,000 tested, 2% active | AID 602393; in the data active = activation above about 40%; inconclusive = no clear call, values can overlap the other calls;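 note: 0% = median of the plate's neutral control wells and 100% = double that signal; a rise in the Bmi1 reporter signal indicates esBAF inhibition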
XiGFP reactiv: activators of X-chromosome reactivation in mouse fibroblasts | XiGFP mouse fibroblasts, % GFP-positive cells imaging, 3 d; cells co-treated with 5-aza-dC sensitizer; scaled so ellipticine positive control = 100% | activation, % at 7.58 µM | 360,000 tested, 0.055% active;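 active = mean normalized replicate activation at least 10% and every replicate at or above 10%; inconclusive = only one of the two criteria met; inactive = mean below 10% and not all replicates reach 10%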;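 note: 0% = median of on-plate neutral control wells and 100% = ellipticine 6 µM median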
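Assay system: SV40-immortalized XiGFP fibroblast cells, line 68-5-11; buffer or medium: DMEM plus 5-aza-dC sensitizer; compound: one concentration, pinned; timing: compounds 3 days, fix/stain 15 min at room temperature; benchmarks: positive control ellipticine, 6 µM final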
S100A4 inh HTS: inhibitors of human S100A4 binding to myosin IIA peptide | P26447 | S100A4/TAMRA-MyoIIA peptide fluorescence polarization | inhibition, % at 10.7 µM | 360,000 tested, 0.14% active;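 active = mean inhibition of at least 70% across replicates, with every replicate also reaching that level; inconclusive = mean inhibition reaches 70% but some replicates fall short; inactive = mean inhibition below 70%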
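Assay system: human S100A4 monomer with TAMRA-labelled myosin IIA peptide / Buffer or medium: Calcium-containing HEPES buffer, pH 7.2 / Reagent: TAMRA-labelled myosin IIA heavy-chain peptide probe, 5 nM / Compound: one dose per compound / Timing: polarization read 5 min after assay mix addition, stable 5–60 min / Benchmarks: neutral control DMSO, positive control TFP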
FN deposition inh: fibronectin deposition inhibition. AH1F fibroblasts, Alexa488-fibronectin deposition fluorescence, overnight. inhibition, % at 12.6 µM. 350,000 tested, 0.086% active. AID 743247;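 active = mean inhibition across replicates of 30% or more, regardless of how many single replicates reach that level; inconclusive = mean under 30% yet at least half of replicates reach 30%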;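 note: positive control wells lacked labelled fibronectin entirely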
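material = AH1F fibroblast monolayer depositing Alexa488-labelled fibronectin into matrix | amount = 10000 AH1F cells/well | buffer or medium = DMEM plus 2% serum, read in PBS | incubation = 1 h cell adhesion before compound, then overnight fibronectin incubation | detection = fluorescence at 485 nm excitation, 525 nm emission | evaluation = percent inhibition as loss of matrix-bound fibronectin fluorescence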
RAD52 anneal inh: inhibitors of human RAD52 DNA annealing; P43351; recombinant RAD52 DNA annealing, FRET fluorescence; inhibition, % at 18.7 µM; 360,000 tested, 0.46% active; AID 651710;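 active = every replicate showing at least 50% inhibition; inconclusive = mean inhibition at least 50% but not in every replicate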
Target sequence (P43351 whole entry, looked up): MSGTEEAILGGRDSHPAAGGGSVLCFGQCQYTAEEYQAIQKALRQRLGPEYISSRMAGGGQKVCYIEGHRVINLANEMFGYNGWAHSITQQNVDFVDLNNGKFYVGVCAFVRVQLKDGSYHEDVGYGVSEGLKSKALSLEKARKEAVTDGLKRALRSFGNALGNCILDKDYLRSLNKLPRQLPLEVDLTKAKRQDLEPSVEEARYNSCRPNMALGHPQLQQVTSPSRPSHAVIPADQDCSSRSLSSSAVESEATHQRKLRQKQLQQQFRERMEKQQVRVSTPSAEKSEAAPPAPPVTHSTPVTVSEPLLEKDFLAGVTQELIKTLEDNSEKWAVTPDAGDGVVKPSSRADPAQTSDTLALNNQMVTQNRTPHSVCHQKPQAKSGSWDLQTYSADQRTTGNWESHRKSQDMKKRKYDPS
E-selectin induc: induces E-selectin expression in human endothelial cells. P16581. HUVEC E-selectin immunofluorescence imaging; normalized: neutral wells 0, TNF-alpha wells 100. activation, % at 7.58 µM. 260,000 tested, 0.37% active. AID 686992;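 active = mean E-selectin-positive cell signal at least 10% of the positive control, reached in at least 60% of replicates, without over 20% cell loss; inconclusive = no rule given, readout overlaps actives, possibly toxicity-flagged; inactive = the rest, including those meeting only one limit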;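 note: in these data hits start at about 27%; measured in HUVEC primary endothelial cells; signal is the percent of cells scored E-selectin positive by PE staining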
Target sequence (P16581 whole entry, looked up): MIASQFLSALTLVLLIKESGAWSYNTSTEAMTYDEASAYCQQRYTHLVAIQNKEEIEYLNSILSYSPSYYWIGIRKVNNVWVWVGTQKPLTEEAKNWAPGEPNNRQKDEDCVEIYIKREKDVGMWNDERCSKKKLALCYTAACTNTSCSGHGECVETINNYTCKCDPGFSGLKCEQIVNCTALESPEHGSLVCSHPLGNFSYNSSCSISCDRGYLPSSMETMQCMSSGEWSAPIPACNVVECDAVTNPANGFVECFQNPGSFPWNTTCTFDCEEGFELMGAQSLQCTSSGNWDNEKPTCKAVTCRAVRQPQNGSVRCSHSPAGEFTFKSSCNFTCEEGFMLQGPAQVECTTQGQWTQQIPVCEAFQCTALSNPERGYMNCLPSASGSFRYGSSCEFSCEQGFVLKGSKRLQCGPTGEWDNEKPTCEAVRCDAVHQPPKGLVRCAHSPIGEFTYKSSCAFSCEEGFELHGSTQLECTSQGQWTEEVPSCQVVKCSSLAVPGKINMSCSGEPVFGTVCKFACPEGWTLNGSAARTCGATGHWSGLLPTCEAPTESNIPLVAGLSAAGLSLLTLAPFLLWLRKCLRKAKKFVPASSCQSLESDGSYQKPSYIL
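material = human umbilical vein endothelial cells (HUVEC), E-selectin induction | quantity = 3,000 cells/well | medium = EGM-2 growth medium on 0.1% gelatin-coated wells | technique = immunofluorescence imaging | read-out basis = % PE-positive cells | control set = TNF-alpha positive control, DMSO neutral control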
* hit, by the source's call; u = inconclusive; x = not tested or not shown; & = joins results of further samples.

SMILES | RAD54 inh | EWS-Fli inh | esBAF inh | XiGFP reactiv | S100A4 inh HTS | FN deposition inh | RAD52 anneal inh | E-selectin induc
C[C@H](CO)N1C[C@H](C)[C@H](CN(C)S(=O)(=O)c2ccccc2)Oc2ncc(/C=C/c3ccccc3)cc2C1=O | 1.8&-0.1 | 11.8&8.3 | 8.0&3.0 | -1.2 | 5.6&2.0 | -0.3 | 11.9&2.3 | 0.1
Cn1ccc2c(N3c4ccccc4CCc4ccccc43)cc3c(c21)C1CCC3O1 (stereo not given) | -1.8 | -13.1 | -1.1 | 0.0 | -6.2 | x | -20.6 | 1.6
O=c1[nH]c2ccccc2s1 | -7.0 | 6.7 | -7.1 | x | 3.1 | x | -8.2 | x
C=C1CC[C@@H]2[C@](C)(CO)[C@H](O)CC[C@@]2(C)[C@@H]1/C=C/C1=CCOC1=O | -5.0 | 6.7 | -2.9 | 0.2 | -2.0 | 2.7 | -22.6 | 1.4
CN(C)C(=O)[C@@H]1[C@@H](CO)[C@@H]2Cn3c(ccc(-c4ccccc4)c3=O)[C@H]1N2C(=O)C1CCC1 | -10.0 | -4.2 | 0.0 | 1.5 | 3.3 | x | 12.3 | -0.3
COc1cccc(CNC(=O)[C@@H]2[C@@H](CO)[C@@H]3Cn4c(ccc(-c5cccnc5)c4=O)[C@H]2N3C(C)=O)c1 | 12.2 | -2.7 | 1.4 | 0.1 | 2.9 | x | 0.8 | -0.3
COc1cc(/C=N/OCC(=O)NC23CC4CC(CC(C4)C2)C3)ccc1OCc1ccccc1 | -2.4 | 3.6 | 62.1* | 0.0 | -3.4 | -3.5 | -1.6 | -2.6
CC(Sc1nnc(CN2CCCC2)n1Cc1ccccc1)C(=O)Nc1ccc(F)c(F)c1F (stereo not given) | -7.4 | 9.1 | 4.4 | 0.0 | 1.3 | -3.7 | -20.5 | -0.2
O=C(CCS(=O)(=O)c1ccc(Br)s1)NCc1ccc2c(c1)OCO2 | x | 3.2 | -4.5 | x | -4.3 | x | 0.5 | x
CCCC#Cc1ccc([C@H]2[C@H]3CN(C(=O)CN4CCOCC4)CC(=O)N3[C@H]2CO)cc1 | x | -50.9 | x | 0.5 | -0.5 | x | 8.5 | 0.7
Cc1ccc(NC(=O)c2oc3ccccc3c2C)nc1 | -4.4 | -68.1 | x | 0.0 | 0.1 | -4.5 | 0.3 | x
Cc1cccc(S(=O)(=O)N2CC[C@@H]3[C@@H](CO)Nc4ccc(C#Cc5ccc(F)cc5)cc4[C@@H]32)c1 | 8.4 | 11.2 | 0.2 | 0.0 | 0.6 | 11.8 | 1.5 | -0.4
COCc1ccc(-c2c(-c3cc(OC)cc(OC)c3)oc(=O)c3cc(OC)c(OC)cc23)cc1 | -9.5 | -25.8 | 23.6 | 0.0 | -1.3 | 8.7 | -7.4 | -0.4
COc1c(O[C@@H]2O[C@H](CO)[C@@H](O)[C@H](O)[C@H]2O)cc2c(c1OC)-c1ccc(SC)c(=O)cc1C(NC(C)=O)CC2 (stereo not given in full) | 7.3 | 5.7 | 3.1 | 0.0 | -2.7 | -15.7 | 11.3 | u
COc1ccnc(-n2cccc2C#N)c1C#N | x | -10.2 | x | 0.0 | -18.4 | 4.6 | -1.8 | -0.2
O=C(Nc1c(-c2ccccc2)nc2ccccn12)c1ccccc1F | -0.2 | 0.7 | -5.4 | 0.4 | -0.3 | 2.6 | -3.3 | 0.1
O=C(Nc1ccccn1)c1ccc(S(=O)(=O)N2CCCCC2)cc1 | -7.5 | -48.4 | 39.6 | 0.1 | -0.3 | -4.2 | -1.7 | -0.1
COc1ccc(OC)c(/C=C2\SC(N3CCCCC3)=NC2=O)c1 | -3.6 | -22.0 | 18.2 | 0.0 | -4.3 | 8.1 | -13.5 | 0.0
Cc1ccc(S(=O)(=O)NCC[C@H]2CC[C@H](NC(=O)c3ccccn3)[C@H](CO)O2)cc1 | 0.1 | 6.9 | 0.1 | -0.3 | 0.5 | x | -0.6 | -0.5
CO[C@H]1CN(C)C(=O)c2cc(NS(=O)(=O)c3ccccc3C)ccc2OC[C@H](C)NC[C@H]1C | 7.3 | 0.9 | 5.2 | 0.3 | -13.0 | -6.9 | 0.0 | -0.1
CSCC[C@H](NC(=O)C1CCCC1)c1nc2ccccc2[nH]1 | x | 1.8 | -6.2 | 0.0 | -24.4 | -5.6 | -6.9 | x
COc1cccc(CN2C[C@@H]3N[C@H](C2)C3c2ccc(-c3ccccc3OC)cc2)c1 (stereo not given in full) | x | -10.1&1.2 | x | 0.0&0.0 | 16.8&-4.0 | -1.7&2.1 | 50.8* | 0.1&0.0
COc1ccc2c3c(n(C)c2c1)[C@H](CO)N(C)CC31CN(S(=O)(=O)c2cn(C)cn2)C1 | x | -7.8 | x | 0.2 | 1.3 | x | -6.5 | 0.3
CCC(=O)N[C@H]1CC[C@H](CCn2cc(CN(C)C)nn2)O[C@@H]1CO | 6.8 | 5.4 | -6.5 | -0.4 | 1.6 | -12.1 | -20.0 | -0.4
Cc1ccc(C(C)(C)C)cc1S(=O)(=O)NC(=O)c1ccccc1 | x | 4.2 | x | 0.0 | 0.8 | 6.1 | -14.9 | x
COc1ccc(NC(=O)N2CC3(C2)CN(C(C)=O)[C@H](CO)c2[nH]c4cc(OC)ccc4c23)cc1 | x | 1.1 | x | 0.0 | -6.4 | -6.1 | -4.3 | 0.0
O=C1CC[C@@H](C(=O)N2CSC[C@@H]2C(=O)Nc2cccc(C(F)(F)F)c2)N1 | -6.4 | -12.1 | -12.2 | 0.1 | 2.9 | -5.6 | -10.3 | -0.4
COc1cccc(C(=O)Nc2nnc(-c3ccccc3)s2)c1OC | 9.3 | -65.5 | 36.0 | 0.0 | -1.1 | 1.0 | 3.1 | x
CN(C)S(=O)(=O)c1ccc(/C(O)=C2/C(=O)C(=O)N(CCCN3CCOCC3)C2c2ccncc2)cc1 (stereo not given) | 10.0 | -10.8 | -2.2 | -0.1 | 2.0 | 3.5 | -4.9 | -0.1
O=C(NCc1ccccc1Cl)c1cccc(C(F)(F)F)c1 | -7.8 | 2.0 | 0.6 | 0.0 | -0.4 | -3.3 | 2.1 | x
Cc1ccc(-c2noc(CNS(=O)(=O)c3ccccc3)n2)cc1 | 0.2 | x | x | 0.0 | -2.0 | -1.3 | -26.0 | -0.6
C[C@H](CO)N1C[C@H](C)[C@H](CN(C)C(=O)Nc2ccccc2)Oc2c(NC(=O)C3CC3)cccc2C1=O | -1.8 | -4.1 | 2.4 | 0.2 | 10.0 | x | -2.1 | -0.2
CCN(CC(=O)Nc1cc(Cl)ccc1-n1cncn1)Cc1nc2ccccc2c(=O)[nH]1 | -1.4 | 4.4 | -2.6 | 0.5 | -1.5 | 5.6 | -22.9 | -0.4
O=C1c2cccc3cccc(c23)C(=O)N1Cc1cccnc1 | x | -1.6 | x | 0.0 | 3.8 | 1.3 | -11.6 | x
COc1ccc(CN(C)C[C@@H]2Oc3ccc(NS(C)(=O)=O)cc3CC(=O)N([C@H](C)CO)C[C@H]2C)cc1 | 7.9 | 0.3 | 0.3 | -1.1 | 0.8 | x | 2.4 | x
C[C@@H]1CN([C@@H](C)CO)C(=O)c2cccc(NS(=O)(=O)c3ccc(Cl)cc3)c2O[C@H]1CN(C)Cc1ccc(C(=O)O)cc1 | 4.9 | -1.0 | 4.4 | -0.6 | 1.4 | x | 11.8 | 0.5
C[C@H]1CN([C@@H](C)CO)C(=O)Cc2cc(NS(C)(=O)=O)ccc2O[C@H]1CN(C)C(=O)NC1CCCCC1 | -4.4 | -1.2 | 1.2 | 0.0 | -1.2 | x | -2.4 | 2.2
N#C/C(C(=O)N1CCCCC1)=C1/N=C(N)c2ccccc21 | x | -20.9 | x | 0.0 | 0.8 | 0.4 | -12.4 | x
COC(=O)COc1ccc(S(=O)(=O)N2CCCCCC2)cc1C | 15.7 | -4.0 | -2.3 | 0.3 | -0.9 | -0.2 | -5.9 | x
COc1ccccc1-c1ccccc1C1=CC(=O)CC(C)(C)C1=O | 6.1 | 5.5 | -2.9 | 0.0 | -1.4 | 3.9 | -0.1 | 0.0
O=C(Nc1ccc(F)cc1)c1ccc(S(=O)(=O)NCc2cccnc2)cc1 | 4.5 | 14.9 | 7.1 | 0.0 | 2.0 | -10.9 | -10.2 | x
CN1C(=O)c2cc(NC(=O)C3CCCCC3)ccc2OC[C@H]2O[C@H](CC(=O)NCC3CCCCC3)CC[C@@H]21 | x | -3.0 | x | 0.1 | -4.8 | -16.8 | 15.4 | -0.1
Cn1cnc(S(=O)(=O)N[C@H]2CC[C@@H](CC(=O)Nc3ccccc3)O[C@@H]2CO)c1 | -3.0 | -2.6 | -0.5 | -0.3 | -8.0 | -7.2 | -3.1 | -0.3
COc1ccc(CC(=O)Nc2ccc(S(=O)(=O)Nc3onc(C)c3C)cc2)cc1OC | -4.7 | 1.9 | -2.4 | 0.2 | -1.0 | 8.4 | 8.4 | x
NN(Cc1ccccc1)C(=S)Nc1ccc(Cl)c(Cl)c1 | 2.2 | -0.9 | 18.3 | 0.1 | -4.0 | 0.6 | -18.5 | 0.1
N#C[C@@H]1[C@H](c2ccccc2-c2cccc(F)c2)[C@@H](CO)N1C(=O)CN1CCOCC1 | x | 4.5 | x | 0.0 | 19.6 | -7.3 | 8.2 | -0.1
O=C(Nc1cc(C(=O)N2CCCC2)ccc1N1CCCC1)C1CC1 | -4.8 | x | -4.1 | x | -3.2 | 4.5 | -21.3 | x
CC(C)CCCCCCCCCCCCC(=O)NCC(=O)NC1C(C)OC(Nc2ncnc3nc[nH]c23)C(O)C1O (stereo not given) | x | 23.4 | x | 0.0 | 3.8 | -7.7 | -3.6 | 0.4
CO[C@@H]1CN(C)C(=O)c2cc(NC(=O)c3ccc(F)cc3)ccc2OC[C@H](C)N(C(=O)c2ccc(F)cc2)C[C@H]1C | -4.0 | 9.2 | -13.1 | 0.3 | -3.2 | 11.8 | 10.0 | -0.1
CC1=CC2=NC(=O)/C(=C\c3ccc(OC(=O)c4ccco4)cc3)C(=N)N2O1 | x | -3.2 | -3.9 | -0.1 | -0.6 | -3.9 | -6.4 | 0.1
Cc1cc(C(=O)Nc2cccc3c2O[C@H](CN(C)C(=O)Nc2ccccc2)[C@H](C)CN([C@H](C)CO)C3=O)n(C)n1 | 9.7 | -2.5 | -1.4 | -1.0 | -4.4 | x | -4.4 | 0.1
COc1ccccc1NC(=O)C(=O)NCC1COc2ccccc2O1 (stereo not given) | 12.0 | -3.2 | 1.6 | x | -15.5 | x | -7.9 | x
